KB-V1 MDR tox = qHTS assay for MDR1-selective chemotherapeutics: Primary screen using the drug-selected MDR subline cells KB-V1; KB-V1 MDR cells viability, CellTiter-Glo, 72 h; Potency, µM (highest dose often 46.1 µM), without a hit: at the top dose activity change, negative = cytotoxicity, actives largely listed as cytotoxic; actives 3.4% (n = 400,000); also: % is scaled to controls: 0 for no effect and ±100 for the full control effect; nearly all actives have a fitted effect of over 60% in size
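qHTS viability screen in drug-selected KB-V1 MDR cells: 72 h compound treatment at 37 degrees C, ATP luminescence end point.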
SW480 rereplic = A quantitative high throughput screen for small molecules that induce DNA re-replication in SW480 colon adenocarcinoma cells; SW480 DNA re-replication, Hoechst DNA content imaging, 48 h; Potency, µM (series often up to 46.1 µM), without a hit: at the top dose re-replication activation, hits mostly activators; actives 1.8% (n = 340,000); AID 624297, 2012; also: % of control where 0% means no effect; nearly all actives have a fitted effect of over 55% in size
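250 cells/well; 23 nL cpd via pin tool; 48 hr, 37 C, 5% CO2; Hoechst 40 min; imager read of total nuclear intensity, ex 405/em 500-530 nm.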
GLP1R cytotox = qHTS of GLP-1 Receptor Inverse Agonists: Cytotox Screen; HEK293 cAMP-luciferase reporter cells, luminescence, 24 h; Potency, µM (top dose mostly 38.3 µM), inactives show top-dose activity change, negative = inhibition, most hits filed as inhibitors; actives 0.13% (n = 410,000); AID 624418, 2012;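 also: loss of luciferase light is scored as toxicity; % is scaled to controls: 0 for no effect and ±100 for the full control effect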
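MLSMR compounds, 24 hr on cells at 37 deg C/5% CO2; luminescence after luciferase reagent (12 min RT). Inhibition counted as the undesired cytotoxic outcome.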
KB-3-1 cytotox = qHTS assay for MDR1-selective chemotherapeutics: Primary screen using the parental adenocarcinoma cell KB-3-1; KB-3-1 viability, CellTiter-Glo ATP luminescence, 72 h; Potency, µM (series often up to 46.1 µM), without a hit: top-dose activity change, negative = cytotoxic, hits mostly cytotoxic; actives 1.4% (n = 400,000); AID 1347075, 2019; also: % is scaled to controls: 0 for no effect and ±100 for the full control effect; nearly all actives have a fitted effect of over 60% in size
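Cytotoxicity in the drug-sensitive parental line KB-3-1 was scored as loss of CellTiter-Glo luminescence following 72 h incubation with compound. Values come from curve fitting of normalized concentration-response data.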
GLP1R ag = qHTS of GLP-1 Receptor Agonists. HEK293 GLP-1R CRE-luciferase, luminescence, 4-6 h; cells express a hypersensitive GLP-1R form. AID 624172, 2012. Potency, µM (doses to about 45.6 µM), for inactives: top-dose activation, hits mostly activators. actives 0.007% (n = 380,000). Glucagon-like peptide 1 receptor (Homo sapiens), P43220; also: % of control where 0% means no effect
Target sequence (P43220 whole entry, looked up): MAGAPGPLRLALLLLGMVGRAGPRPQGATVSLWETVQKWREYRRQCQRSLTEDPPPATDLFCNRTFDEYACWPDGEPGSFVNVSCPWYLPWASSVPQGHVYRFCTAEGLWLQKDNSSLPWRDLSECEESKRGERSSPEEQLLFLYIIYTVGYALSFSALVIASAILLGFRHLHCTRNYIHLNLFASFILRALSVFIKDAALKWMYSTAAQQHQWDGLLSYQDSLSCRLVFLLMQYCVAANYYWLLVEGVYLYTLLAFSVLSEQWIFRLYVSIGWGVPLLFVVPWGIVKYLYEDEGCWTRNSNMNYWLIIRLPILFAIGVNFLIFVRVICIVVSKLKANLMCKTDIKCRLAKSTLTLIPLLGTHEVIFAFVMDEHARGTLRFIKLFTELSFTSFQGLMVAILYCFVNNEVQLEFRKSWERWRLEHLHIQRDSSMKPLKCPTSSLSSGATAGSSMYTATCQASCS
TDP43 rescue = qHTS of TDP-43 Inhibitors | TDP-43 expressing yeast growth rescue, BacTiter-Glo, 24 h | Potency, µM (top dose mostly 46.1 µM), without a hit: top-dose growth rescue (activation), usual class: activators | actives 1.8% (n = 410,000); also: % of control where 0% means no effect; nearly all actives have a fitted effect of over 50% in size
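Readout is BacTiter-Glo luminescence of cell growth, so inhibitors register as activators. TDP-43-expressing yeast at OD600=0.02 in galactose medium, after raffinose pregrowth to mid-log, were incubated with compound for 24 hr at 30 deg C.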
GLP1R inv ag = qHTS of GLP-1 Receptor Inverse Agonists (Inhibition Mode). Glucagon-like peptide 1 receptor (Homo sapiens), P43220. HEK293 GLP-1R CRE-luciferase, luminescence, 24 h; GLP-1R form is constitutively active. Potency, µM (top dose mostly 38.3 µM), inactives show at the top dose activity change, negative = inhibition, hits mostly inhibitors. actives 1.6% (n = 410,000). AID 624417, 2012; also: % is scaled to controls: 0 for no effect and ±100 for the full control effect; nearly all actives have a fitted effect of over 55% in size
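Stable HEK293 clone (constitutively active GLP-1R + cAMP-response luciferase); 200 cells/uL plated, 12 h pre-culture, compound 24 hr, 37 deg C/5% CO2; detection reagent 12 min RT; luminescence.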
HT1080 IDH1KD tx = qHTS for induction of synthetic lethality in tumor cells producing 2HG: qHTS for the HT-1080-IDH1KD cell line; HT-1080 IDH1 knockdown viability, ATP luminescence, 48 h; Potency, µM (doses to about 46.1 µM), without a hit: at the top dose activity, negative = toxicity, actives largely listed as cytotoxic; actives 2% (n = 360,000); AID 686971, 2013;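 also: 0% = DMSO wells and -100% = cell-free medium wells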
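Luminescent ATP read-out (CellTiter-Glo, 10 min at room temperature) after 48 h compound exposure at 37 °C gave viability of IDH1-knockdown HT-1080 cells. Activity was normalised to DMSO and cell-free wells, then fitted as concentration-response curves.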
HT1080NT lethal = qHTS for induction of synthetic lethality in tumor cells producing 2HG: qHTS for the HT-1080-NT fibrosarcoma cell line. HT-1080-NT fibrosarcoma viability, CellTiter-Glo ATP luminescence, 48 h. Potency, µM (top dose mostly 46.1 µM), for the others: top-dose activity, negative = less viability, most hits filed as cytotoxic. actives 1.6% (n = 360,000);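 also: NT is the 2HG producing partner of a matched IDH1 knockdown line; 0% = DMSO-treated cells and -100% = media-only wells without cells; nearly all actives have a fitted effect of over 55% in size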
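Viability by CellTiter-Glo luminescence after 48 h compound exposure at 37C of HT-1080-NT cells (750/well, RPMI, 5% FBS). % activity scaled between DMSO wells and medium-only wells, then curve-fitted and categorized by curve class.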
Active calls of the source: *; ? = inconclusive; nt = not tested or not shown; [ ] = remark or other dose. Calls follow the shape of the dose curve; as a rule, active = well fitted curve in the direction sought with a large enough effect; inconclusive = small, poorly fitted or top-dose-only effect, or another doubt; inactive = no such curve, though single readings can be large; an effect the other way counts as inactive or inconclusive. Potency is read from the fitted curve at half-maximal effect.

Structure	KB-V1 MDR tox	SW480 rereplic	GLP1R cytotox	KB-3-1 cytotox	GLP1R ag	TDP43 rescue	GLP1R inv ag	HT1080 IDH1KD tx	HT1080NT lethal
CCCC12CN3CC(CCC)(CN(C1)C3c1ccccc1)C2=O (stereo not drawn)	-14%	nt	17%	8%	nt	2%	5%	nt	nt
CC(=O)C1=C(O)CC(c2ccccc2)CC1=NCCc1c(C)[nH]c2ccc(C)cc12 (stereo not drawn)	0%	1%	1%	-10%	-4%	-20%	5%	-2%	-3%
O=C(NCc1ccc2c(c1)OCO2)c1ccncc1	-14%	-1%	1%	0%	-7%	0%	6%	6%	8%
CCOc1ccccc1OCCCC(=O)Nc1cc(S(=O)(=O)N2CCOCC2)ccc1OC	1%	?	1%	1%	14%	-6%	2%	-2%	-14%
O=C(CCC1N=C2c3ccccc3N=C(SCC(=O)Nc3ccc(F)cc3)N2C1=O)NCc1ccco1 (stereo not drawn)	?	nt	-13%	2%	nt	0%	9%	nt	nt
CCOc1ccccc1N1C(=O)CC(Sc2ncccc2C(=O)O)C1=O (stereo not drawn)	2%	-2%	-3%	8%	-1%	8%	2%	?	-2%
O=C(CCn1nc(-c2ccc(Cl)cc2)c2ccccc2c1=O)Nc1ccc(OC(F)(F)F)cc1	-3%	nt	16%	10%	nt	6%	3%	nt	nt
CC1(C)CC(=O)C=C(c2ccc(-c3ccc4[nH]ccc4c3)cc2)C1=O	?	nt	-31%	8.2µM*	-1%	30%	?	?	?
O=C(CCc1ccccc1)NNC(=O)Nc1cccc(Cl)c1	3%	0%	-1%	6%	0%	-7%	?	-1%	-11%
O=C(NCCCCNC(=O)C1CCCC1)C1CCCC1	-8%	-10%	1%	8%	-8%	25%	0%	-1%	3%
CCN(CC)S(=O)(=O)c1ccc(-c2nnc(SCC(=O)Nc3ccc(OC)cc3)o2)cc1	18%	0%	-21%	-8%	-1%	5%	-3%	-11%	-11%
COC(=O)c1ccccc1S(=O)(=O)Oc1ccc(-c2ccc(C(=O)O)cc2)cc1	5%	-15%	3%	7%	0%	-3%	9%	-19%	-9%
O=S(=O)(c1ccccc1)c1ncc(C(F)(F)F)cc1Cl	8%	?	14%[7.66 µM]	-21%	-2%	?	15%[7.66 µM]	16µM*	?
CCCCn1c(N)c(N(CCC(C)C)C(=O)COC(=O)c2ccc([N+](=O)[O-])s2)c(=O)[nH]c1=O	13%	?	-19%	0%	0%	0%	7%	?	0%
Cc1c(Cl)c(C(=O)N2CCCCCC2)nn1C	-1%	33%	-4%	-2%	-6%	-7%	3%	-4%	-2%
CC(=O)c1c(C(C)=O)c(C)n(-c2cccc3cccnc23)c1C	12%	-1%	0%	-2%	5%	-3%	20%	0%	18%

Another view of part of the listing above.
Values run as follows: KB-V1 MDR tox, SW480 rereplic, GLP1R cytotox, KB-3-1 cytotox, GLP1R ag, TDP43 rescue, GLP1R inv ag, HT1080 IDH1KD tx, HT1080NT lethal
CCCC12CN3CC(CCC)(CN(C1)C3c1ccccc1)C2=O (stereo not drawn)
  -14%, nt, 17%, 8%, nt, 2%, 5%, nt, nt
CC(=O)C1=C(O)CC(c2ccccc2)CC1=NCCc1c(C)[nH]c2ccc(C)cc12 (stereo not drawn)
  0%, 1%, 1%, -10%, -4%, -20%, 5%, -2%, -3%
O=C(NCc1ccc2c(c1)OCO2)c1ccncc1
  -14%, -1%, 1%, 0%, -7%, 0%, 6%, 6%, 8%
CCOc1ccccc1OCCCC(=O)Nc1cc(S(=O)(=O)N2CCOCC2)ccc1OC
  1%, ?, 1%, 1%, 14%, -6%, 2%, -2%, -14%
O=C(CCC1N=C2c3ccccc3N=C(SCC(=O)Nc3ccc(F)cc3)N2C1=O)NCc1ccco1 (stereo not drawn)
  ?, nt, -13%, 2%, nt, 0%, 9%, nt, nt
CCOc1ccccc1N1C(=O)CC(Sc2ncccc2C(=O)O)C1=O (stereo not drawn)
  2%, -2%, -3%, 8%, -1%, 8%, 2%, ?, -2%
O=C(CCn1nc(-c2ccc(Cl)cc2)c2ccccc2c1=O)Nc1ccc(OC(F)(F)F)cc1
  -3%, nt, 16%, 10%, nt, 6%, 3%, nt, nt
CC1(C)CC(=O)C=C(c2ccc(-c3ccc4[nH]ccc4c3)cc2)C1=O
  ?, nt, -31%, 8.2µM*, -1%, 30%, ?, ?, ?
O=C(CCc1ccccc1)NNC(=O)Nc1cccc(Cl)c1
  3%, 0%, -1%, 6%, 0%, -7%, ?, -1%, -11%
O=C(NCCCCNC(=O)C1CCCC1)C1CCCC1
  -8%, -10%, 1%, 8%, -8%, 25%, 0%, -1%, 3%

Continuation.
Structure	KB-V1 MDR tox	SW480 rereplic	GLP1R cytotox	KB-3-1 cytotox	GLP1R ag	TDP43 rescue	GLP1R inv ag	HT1080 IDH1KD tx	HT1080NT lethal
C=CCn1c(COc2ccc(Cl)cc2)nnc1SCC(=O)c1c(N)n(C)c(=O)n(C)c1=O	3%	3%	-10%	12%	1%	13%	-11%	8%	3%
CC(C)CN(C)Cc1c(C(=O)N2CCc3ccccc3C2)nc2ccc(Cl)cn12	16µM*	2%	-4%	?	15%	1%[9.22 µM]	?	-29%	?
COC(=O)C1=C(C)N(Cc2cccnc2)C(=O)/C1=C\c1sccc1C	-15%	-6%	-20%	17%	?	-22%[0.397 µM]	5%	-14%	-5%
N#Cc1nc(-c2ccccc2)oc1N1CCN(C(=O)c2ccco2)CC1	?	-8%	14%	26%	8%	8%	13%	-12%	-2%
O=C(c1ccncc1)N1CCN(C2CCC(c3ccccc3)CC2)CC1 (stereo not drawn)	?	-10%	-5%	-27%	1%	-4%	?	-2%	-6%
CC(C)(C)OC(=O)NOCC(=O)N(Cc1ccccc1)CC(O)COc1ccccc1 (stereo not drawn)	4%	?	16%	-20%	14%	-3%	5%	-6%	-26%
CC(=O)Nc1nnc(/C=C/c2cccc([N+](=O)[O-])c2)s1	13%	-12%	-1%	31%	-3%	8%	12%	14%	24%
CC(O)c1nc2ccccc2n1CCCCOc1ccccc1 (stereo not drawn)	2%	-24%	-4%	1%	9%	9%	?	-1%	-8%
Cc1ccc(C(C)(C)C)cc1S(=O)(=O)Nc1cccc(C(=O)N2CCN(c3ccccn3)CC2)c1	-6%	-2%	6%	?	3%	-13%	?	-30%	-23%
Cc1cn(CC(=O)NCCCn2ccnc2)c(=O)[nH]c1=O	0%	1%	1%	0%	3%	10%	7%	3%	0%
O=C(O)C1CC(=O)N(Cc2ccc3c(c2)OCO3)C1 (stereo not drawn)	-4%	-4%	7%	-1%	1%	-12%	11%	-1%	0%
Cc1ccc2nc(NC(=O)CSCC(=O)OCC(=O)c3ccccc3)sc2c1	21%	-3%	8%	-5%	-1%	21%	?	-1%	5%
CCOc1ccc(NC(=O)CN(C)C(=O)CCN2C(=O)C3CC=CCC3C2=O)cc1OCC (stereo not drawn)	17%	-1%	4%	11%	4%	16%	-4%	2%	8%
Cn1cnnc1SC1CCCCC1NS(=O)(=O)c1ccccc1 (stereo not drawn)	-12%	-3%	7%	3%	-1%	0%	14%	-4%	3%
Cc1ccc(NC(=O)c2ccc(OCC3CCCO3)cc2)c(C)c1 (stereo not drawn)	-2%	nt	14%	12%	-4%	3%	22%	13%	15%
CC(C)(C)N(Cc1ccccc1)C(=O)CSc1nc2ccccc2c(=O)[nH]1	?	0%	-1%	-13%	28%	-16%	0%	-26%	?
O=C(c1ccco1)N1CCN(CCCCOc2cccc3ccccc23)CC1	?	?	?	?	9%	-5%	?	-10%	-7%
CCOC(=O)C1=C(Nc2ccccc2)CC(C)(O)C(C(=O)OCC)C1c1ccccc1 (stereo not drawn)	?	0%	-7%	-14%	-1%	9%	11%	12%	7%
CSc1nnc2c3cc(C)ccc3n(Cc3ccccc3)c2n1	-10%	7%	10%	8%	1%	6%	-5%	-12%	-6%
COc1ccc(-n2nc(C)cc2Nc2ccccc2C(=O)O)cc1	13%	-4%	0%	0%	0%	15%	-13%	1%	3%
C=CCSc1nnc2c(n1)OC(c1cccnc1)N(C(C)=O)c1ccccc1-2 (stereo not drawn)	0%	7%	22%	17%	13%	-2%	-2%	-5%	-2%
CSc1ccc(-c2nc3cccc(C)n3c2Nc2ccc3c(c2)OCO3)cc1	-6%	nt	3%	-3%	nt	8%	10µM*	nt	nt
O=c1cc(Cc2ccc([N+](=O)[O-])cc2)[nH]c(=O)[nH]1	?	-4%	18%	-6%	1%	-5%	28%	10%	7%
